ZTA counter: blocks Epstein-Barr virus ZTA, an EBNA-1 counter-screen; P03206; ZTA-DNA binding, fluorescence polarization; inhibition, % at 11 µM; 320,000 tested, 0.15% active; in the data active means inhibition above about 33%
Target sequence (P03206 whole entry, looked up): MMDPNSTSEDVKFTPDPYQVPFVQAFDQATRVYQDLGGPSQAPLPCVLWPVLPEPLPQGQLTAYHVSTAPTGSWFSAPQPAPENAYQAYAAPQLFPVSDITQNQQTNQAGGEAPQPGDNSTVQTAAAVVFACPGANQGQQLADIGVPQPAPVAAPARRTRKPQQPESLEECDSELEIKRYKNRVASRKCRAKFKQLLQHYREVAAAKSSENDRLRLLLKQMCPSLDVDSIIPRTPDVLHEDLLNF
PAFAH1B3 FP inh: blocks human PAF acetylhydrolase 1B catalytic subunit 3; 340,000 tested, 0.28% active; Q15102; inhibition, % at 3.39 µM; recombinant PAFAH1B3, FP-rhodamine probe, fluorescence polarization; AID 492972;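 active means inhibition above the screen-wide average of all tested compounds plus 3 SD, cut at about 25% in these data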;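 further: 0% = enzyme with DMSO only and 100% = wells lacking PAFAH1B3 protein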
Target sequence (Q15102 whole entry, looked up): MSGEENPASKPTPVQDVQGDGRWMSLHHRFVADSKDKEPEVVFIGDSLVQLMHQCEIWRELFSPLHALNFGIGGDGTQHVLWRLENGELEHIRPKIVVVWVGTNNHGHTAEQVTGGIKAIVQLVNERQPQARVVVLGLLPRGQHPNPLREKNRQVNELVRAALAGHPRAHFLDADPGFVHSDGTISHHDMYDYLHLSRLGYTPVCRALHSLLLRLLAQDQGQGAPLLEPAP
GSTO1 counter: counter-screen for RBBP9 inhibitors: inhibitors of human GSTO1; P78417; recombinant GSTO1, activity-based probe fluorescence polarization; inhibition, % at 5.96 µM; 300,000 tested, 1.1% active; AID 1974;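 active means inhibition above the campaign mean inhibition plus 3 SD, cut at about 35% in these data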;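 further: 0% = GSTO1-1 with DMSO and 100% = wells lacking GSTO1-1 enzyme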
Target sequence (P78417 whole entry, looked up): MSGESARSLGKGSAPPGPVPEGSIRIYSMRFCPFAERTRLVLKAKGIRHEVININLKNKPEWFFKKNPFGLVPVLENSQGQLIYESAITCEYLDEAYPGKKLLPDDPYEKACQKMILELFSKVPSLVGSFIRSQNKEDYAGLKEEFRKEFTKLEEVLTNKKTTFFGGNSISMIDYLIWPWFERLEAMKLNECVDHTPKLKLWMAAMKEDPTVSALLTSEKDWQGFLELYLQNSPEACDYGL
LYPLA2 inh: counter-screen for PME1 inhibitors: inhibitors of human LYPLA2. O95372. recombinant LYPLA2, FP-Rh probe fluorescence polarization. inhibition, % at 5.9 µM. 320,000 tested, 0.38% active. AID 2177;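 active means inhibition above the screen-wide mean plus 3 SD, limit set per campaign, cut at about 26% in these data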;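 further: 0% = LYPLA2 with DMSO and 100% = wells lacking LYPLA2 enzyme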
Target sequence (O95372 whole entry, looked up): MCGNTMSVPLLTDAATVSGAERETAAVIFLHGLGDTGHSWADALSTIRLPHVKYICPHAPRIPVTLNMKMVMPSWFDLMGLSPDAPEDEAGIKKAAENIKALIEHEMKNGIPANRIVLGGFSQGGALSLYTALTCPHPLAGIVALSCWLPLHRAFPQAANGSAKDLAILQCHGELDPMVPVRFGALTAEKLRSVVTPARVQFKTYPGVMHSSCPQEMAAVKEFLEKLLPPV
EBNA-1 inh: blocks EBNA-1 binding to DNA. EBNA-1 DNA binding, fluorescence polarization. inhibition, % at 14.8 µM. 300,000 tested, 0.34% active; in the data active means inhibition above about 28%
LYPLA1 inh: counter-screen for PME1 inhibitors: inhibitors of human LYPLA1. O75608. recombinant LYPLA1, FP-Rh probe fluorescence polarization. inhibition, % at 5.9 µM. 320,000 tested, 0.16% active. AID 2174;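 active means inhibition above the mean of all tested compounds plus 3 SD, set per campaign, cut at about 14% in these data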;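 further: inhibitors block serine hydrolase probe labeling of LYPLA1 so polarization falls; 0% = enzyme with DMSO and 100% = wells lacking LYPLA1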
PREPL inh: human PREPL enzyme inhibition | recombinant PREPL, fluorescence polarization activity-based probe | 320,000 tested, 0.68% active | inhibition, % at 5.96 µM | Q4J6C6; in the data active means inhibition above about 43%;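 further: 0% = enzyme with DMSO and 100% = wells lacking enzyme; many of its hits are not listed in these tables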
PAD4 inh: PAD4 (human) enzyme inhibition; Q9UM07; recombinant PAD4, RCA probe fluorescence polarization; inhibition, % at 6.36 µM; 330,000 tested, 0.41% active;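 active means percent inhibition above a cutoff equal to the mean of all tested compounds plus 3 SD, cut at about 15% in these data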;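 further: 0% = PAD4 with RCA probe and DMSO and 100% = probe without PAD4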
PAFAH2 inh: PAFAH2 (human) inhibition | recombinant PAFAH2, FP-rhodamine activity probe, fluorescence polarization | inhibition, % at 3.39 µM | 340,000 tested, 0.99% active;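 active means inhibition above the mean over all tested compounds plus 3 SD, cut at about 30% in these data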;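 further: inhibitors block probe labeling of enzyme so polarization drops; 0% = enzyme with DMSO and 100% = wells lacking PAFAH2 protein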
* = called active by the depositor; x = no result given. Some of the compounds tested. The share of hits here may be higher or lower than overall.

SMILES	ZTA counter	PAFAH1B3 FP inh	GSTO1 counter	LYPLA2 inh	EBNA-1 inh	LYPLA1 inh	PREPL inh	PAD4 inh	PAFAH2 inh
CCc1ccc(NC(=O)c2cnc3scc(C)n3c2=O)cc1	-17	1	4	-5	6	-2	6	-1	0
Cc1ccc(CNC(=O)c2cc3c(s2)CS(=O)(=O)C3)cc1	1	-1	-2	-11	-6	-12	1	4	-2
C[C@H](CO)N1C[C@H](C)[C@@H](CN(C)C)Oc2c(NS(=O)(=O)c3ccc(F)cc3)cccc2C1=O	x	1	x	x	x	x	16	1	-3
COC(=O)C1=C(C)N=C2SC(C)C(=O)N2C1c1cccc(F)c1 (configuration not stated)	-23	0	3	8	-7	3	5	3	-5
Cc1ccc(NC(=O)O/N=C/c2ccc(F)cc2)cc1	4	10	12	-2	6	-2	3	1	5
CCc1cccc(NC(=O)CSC2=NS(=O)(=O)c3ccccc32)c1	1	-6	55*	1	3	-1	-5	9	2
Cc1ccc(CNCC(O)c2ccccc2)s1 (configuration not stated)	7	3	-1	1	1	0	13	5	-7
COc1ccc(Nc2nc(-c3ccccc3F)nc3ccccc23)cc1OC	-5	16	4	-4	-6	-5	10	4	9
CCOC(=O)CSc1nnc(CNC(=O)c2cc(OCC)c(OCC)c(OCC)c2)n1C	-10	7	11	1	3	-3	-6	-1	-9
Cc1noc(C)c1CSCC(=O)N1CCN(c2ccc([N+](=O)[O-])cc2)CC1	-10	3	-4	28*	-21	6	1	3	1
COc1ccc(C2=CC(c3ccc(F)cc3)n3nnnc3N2)cc1 (configuration not stated)	-17	6	4	2	-6	2	-67	3	-3
COC(=O)CCC(=O)c1ccn(S(=O)(=O)c2ccccc2)c1	-10	11	0	1	-3	0	8	-4	0
COc1ccccc1N1CCN(CC(O)COc2c(OC)cccc2OC)CC1 (configuration not stated)	-13	4	7	11	1	5	7	-1	-3
CCn1c(CCNC(=O)c2ccc(C)cc2)n[nH]c1=S	-9	0	1	-10	2	-2	5	1	1
Cc1cccc(-n2c(Cc3cc(=O)[nH]c(=O)[nH]3)nnc2SC(C)C)c1	-10	2	7	4	6	3	5	-1	-3
COc1cc(C(=O)NCc2ccc(-c3nc4ccccc4s3)cc2)cc(OC)c1OC	4	2	1	-6	0	-7	1	-6	-3
Cc1ccc(N2C(=O)CS/C2=C(\C(Cl)=C(Cl)Cl)[N+](=O)[O-])cc1	13	5	54*	-4	8	-2	8	-20	17
CCC(C)(C(=O)NC1CCCCC1)N(C(=O)Cc1cccs1)c1ccccc1 (configuration not stated)	10	-6	3	-1	4	-2	5	-3	-9
Cc1ccc(-c2csc3ncnc(Cl)c23)cc1	-23	3	-1	5	-3	-3	1	1	4
Cc1ccc(-c2cccc(CN3CCN(C4CCN(C(C)C)CC4)C(CCO)C3)c2)o1 (configuration not stated)	-9	-4	6	3	-6	1	22	0	-8
c1ccc(-n2ncc3c2ncn2nc(-c4ccco4)nc32)cc1	-11	0	5	-11	-2	-7	9	-1	7
COc1ccc2cc(C(=O)CS(=O)(=O)c3ccccc3)c(=O)oc2c1	6	4	-2	2	4	-2	14	0	7
COc1ccc(CNC(=O)c2sc(=S)n(-c3ccccc3)c2N)cc1	-9	5	4	-5	0	-2	17	-6	-12
Cc1ccc(-n2nnnc2SCn2nnc3ccccc3c2=O)cc1	-3	-6	3	-5	-4	2	-16	4	1
Clc1ccc(-n2ncc3c(NCc4ccc5c(c4)OCO5)ncnc32)cc1	-11	-2	5	-1	11	1	2	-2	1
More entries.
SMILES	ZTA counter	PAFAH1B3 FP inh	GSTO1 counter	LYPLA2 inh	EBNA-1 inh	LYPLA1 inh	PREPL inh	PAD4 inh	PAFAH2 inh
CCOC(=O)CSc1nc2c(c(=O)n1-c1ccc(OC)cc1)SCC2	-13	5	5	1	-5	-2	-3	-7	2
CCNC(=O)c1ccc2c(c1)S(=O)(=O)c1ccccc1C2=O	-11	4	0	-3	-5	-2	14	3	-3
CCCn1c(SCC(=O)Nc2ccc(NC(C)=O)cc2)nc2c1c(=O)n(C)c(=O)n2C	7	5	9	3	-13	1	18	0	-8
O=C1CC(NS(=O)(=O)c2ccc([N+](=O)[O-])cc2)CN1c1ccc(Cl)cc1 (configuration not stated)	-1	7	11	3	-9	0	14	0	0
Cc1cc(C)c2nc(C)cc(Nc3ccc(C(=O)N(C)C)cc3)c2c1	-8	x	-8	-4	10	-2	7	-2	x
C/C(=N\NC(=O)CCc1ccc(S(=O)(=O)N2CCOCC2)cc1)c1ccc(Br)cc1	-1	-2	1	0	4	1	2	-3	1
CS(=O)(=O)N(CC(=O)Nc1ccccc1C(=O)N1CCCC1)c1cccc([N+](=O)[O-])c1	-4	-6	-3	4	-8	-1	6	-4	0
OCCC1CN(Cc2nc3c(s2)CCCC3)CCN1Cc1ccsc1 (configuration not stated)	11	2	1	-3	-3	-2	13	0	-3
Cc1onc(-c2ccccc2)c1NC(=O)N(Cc1ccccc1)C(C)C	4	-4	5	-7	-4	2	5	-4	2
COCCNC(=O)C1CC2Cn3c(nc4cc5ccccc5cc43)C2N1C (configuration not stated)	-21	9	1	0	-9	3	7	-3	7
COc1cc(NS(=O)(=O)c2ccc(NC(=O)c3ccc(Cl)cc3Cl)cc2)ncn1	12	7	-3	8	10	-1	3	3	4
COc1ccc(-c2cc(=O)oc3c(C)c(OC(C)C(=O)Nc4ccc(CN5CCOCC5)cc4)ccc23)cc1 (configuration not stated)	15	-4	-9	-12	-2	-9	-55	-2	-17
CC(=O)c1ccc(NC(=O)Cn2c(=O)oc3ccccc32)cc1	15	1	6	-5	0	-1	-2	0	-2
CCOc1ccc(CCNC(=O)COC(=O)c2c(OC)cccc2OC)cc1OCC	4	-3	-6	0	5	-3	-2	3	3
O=c1c2c3c(sc2n(CCN2CCOCC2)c(=O)n1Cc1ccco1)CCCCC3	-2	-2	-3	6	-5	-5	18	1	-4
Cc1nn(Cc2noc(C(=O)NCc3ccc(F)cc3)n2)c(C)c1Br	10	0	1	-2	3	-1	-1	-1	-2
COC(=O)C1=C(C)NC2=C(C(=O)CCC2)C1c1cccc(C)n1 (configuration not stated)	-3	2	18	-7	13	-5	-1	3	-7
O=C(/C=C/c1cccs1)NC1CC1	-17	5	-6	1	-3	-2	-12	1	3
O=C(CSc1n[nH]c(=O)[nH]c1=O)Nc1ccc2c(c1)C(=O)c1ccccc1C2=O	-17	12	61*	16	-5	14*	35	1	10
CC(=O)c1cc(-c2ccccc2)n(CC(=O)Nc2cccc(C)c2)c1C	-14	5	17	-3	-1	-2	-10	-1	-2
O=C1NC2(CCCCC2)N=C1c1ccc(F)cc1	-12	9	-6	-2	-6	3	9	-9	-6
CSc1ccccc1OCc1cc(C(=O)N2CCCC(C)C2)no1 (configuration not stated)	9	12	-8	6	-7	2	0	0	5
CCCCN1C(C(=O)Nc2cc(C)on2)=C(O)c2ccccc2S1(=O)=O	9	0	-25	2	9	-2	1	-4	14
Cn1c(C(=O)N2CCC(C(=O)N3CCN(Cc4ccc5c(c4)OCO5)CC3)CC2)cc2sccc21	3	4	3	11	7	1	36	-2	5
Nc1[nH]ncc1-c1ccc(F)cc1	-2	-8	7	-5	-8	-3	1	-1	-2
Following part
SMILES	ZTA counter	PAFAH1B3 FP inh	GSTO1 counter	LYPLA2 inh	EBNA-1 inh	LYPLA1 inh	PREPL inh	PAD4 inh	PAFAH2 inh
Cc1ccc(Oc2ncc(CN3CC(C)OC(C)C3)s2)cc1 (configuration not stated)	9	0	-1	8	10	2	-2	-1	1
CC(C)c1ccccc1NCC(=O)N1CCN(Cc2ccccc2)CC1	-8	12	3	3	-2	4	-6	-1	1
Cc1oc(C(=O)O)cc1CSc1nnc(-c2ccccc2)n1C	1	7	9	-9	-9	-7	0	-3	0
COc1cc(CN2CCCC(CO)(Cc3ccccc3F)C2)ccc1O (configuration not stated)	-1	3	5	-1	-10	0	-12	0	2
CCN(C(=O)CSc1nc2ccccc2o1)C1CCS(=O)(=O)C1 (configuration not stated)	-10	7	5	10	-7	1	-4	6	1
O=C(O)c1ccc(-c2nc(-c3ccc(Cl)cc3Cl)cs2)cc1	11	0	1	-6	2	-4	-3	-2	-8
CCc1nc2c(nnn2Cc2ccc(F)cc2)c(=O)[nH]1	-6	5	3	-1	-7	0	1	0	4
Cc1nn(-c2ccccc2)c(C)c1NC(=O)COC(=O)CCc1ccccc1	-2	3	-3	-2	-3	3	0	-3	1
COc1ccccc1OCCNC(=O)c1ccc(C)o1	16	7	10	4	10	-1	0	-2	-3
COc1cc2[nH]c(=O)n(C3CCCCC3)c(=O)c2cc1OC	19	2	-2	5	8	-1	7	-1	2
CN(C)CCNc1oc(COc2cccc(Cl)c2)nc1C#N	-1	-4	1	6	-3	6	16	5	4
COCCNC(=S)N1CCN(c2ccc(Cl)cc2)CC1	-18	-6	0	1	-4	0	-7	4	5
Cc1ccccc1NC(=O)NCCCN1CCCC1	9	3	-3	-3	8	-4	3	1	-1
CCn1c(NC(=O)c2ccco2)c(-c2ccccc2Cl)c(=O)c2ccccc21	-6	3	-7	0	-3	-3	-7	-1	-3
CCN(C[C@H]1N[C@@](Cc2ccccc2)(C(=O)OC)[C@H]2C(=O)N(Cc3ccccc3)C(=O)[C@@H]12)C(=O)COc1ccccc1	x	-1	x	x	x	x	-2	-8	-3
Cc1ccc(C(=O)N(C)CCOc2ccccc2)cc1S(=O)(=O)N1CCOCC1	0	4	x	4	x	-2	11	2	-4
O=C(NCc1ccccc1)C1CCCN(c2ncnc3c2nc2n3CCCCC2)C1 (configuration not stated)	-3	1	-7	1	-16	-2	9	-8	-10
COC(=O)c1c(C)cc(O)c(C=O)c1O	15	7	17	2	16	0	-2	-1	9
O=C(CC1SC(N2CCCCC2)=NC1=O)Nc1ccc(C(=O)NCCc2ccc(F)cc2)cc1 (configuration not stated)	10	-6	x	49*	x	2	5	0	2
CCOc1ccc(N=C(C)C2=C(O)c3ccccc3C2=O)cc1	-7	9	6	11	2	0	12	6	2
O=C(NCCC1=CCCCC1)C1CCCN(S(=O)(=O)c2ccccc2)C1 (configuration not stated)	4	4	8	11	8	6	13	2	4
COc1cc(/C=N/NC(=O)C(N)=O)cc(OC)c1O	13	5	14	-4	6	-2	16	2	-3
CC1(C)CC(=O)c2c(oc3ccc(NS(=O)(=O)c4cccc5cccnc45)cc23)C1	1	6	-15	0	-14	-1	-8	-5	8
CC(C)(C)c1ccc(SCCc2ccncc2)cc1	13	7	-2	-7	1	-1	-3	-1	-1
O=C(CN1C(=O)C2C3C=CC(C3)C2C1=O)NCC1COc2ccccc2O1 (configuration not stated)	5	-3	0	8	-2	3	20	4	6
CCOC(=O)C1=C(COC(=O)c2cccc(Cl)c2)NC(=O)NC1C (configuration not stated)	-2	-8	0	-6	1	-3	-65	1	2
O=C(NCc1cccnc1)c1ccccc1NS(=O)(=O)c1ccc(F)cc1	1	-5	-5	1	4	4	5	-3	-3

Reformatted: entries from further up
Compound | ZTA counter | PAFAH1B3 FP inh | GSTO1 counter | LYPLA2 inh | EBNA-1 inh | LYPLA1 inh | PREPL inh | PAD4 inh | PAFAH2 inh
O=C(O)c1ccc(-c2nc(-c3ccc(Cl)cc3Cl)cs2)cc1 | 11 | 0 | 1 | -6 | 2 | -4 | -3 | -2 | -8
CCc1nc2c(nnn2Cc2ccc(F)cc2)c(=O)[nH]1 | -6 | 5 | 3 | -1 | -7 | 0 | 1 | 0 | 4
Cc1nn(-c2ccccc2)c(C)c1NC(=O)COC(=O)CCc1ccccc1 | -2 | 3 | -3 | -2 | -3 | 3 | 0 | -3 | 1
COc1ccccc1OCCNC(=O)c1ccc(C)o1 | 16 | 7 | 10 | 4 | 10 | -1 | 0 | -2 | -3
COc1cc2[nH]c(=O)n(C3CCCCC3)c(=O)c2cc1OC | 19 | 2 | -2 | 5 | 8 | -1 | 7 | -1 | 2
CN(C)CCNc1oc(COc2cccc(Cl)c2)nc1C#N | -1 | -4 | 1 | 6 | -3 | 6 | 16 | 5 | 4
